# From PubChem BioAssay
# Dynein transport: blocks dynein driven cargo transport along microtubules | 3617.4 mouse cells, GR-EGFP nuclear translocation imaging; test concentration mostly 20 µM; stimulated with dexamethasone, 1 µM; hits give low values | z-score, hits read low | 220,000 tested, 0.47% active | AID 1381;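 active means plate z-score of nuclear minus cytoplasmic receptor signal below a set negative limit, without overly bright fluorescence or cell loss, cut at about -3.5 in these data, passing the limit was not always enough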;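 further: z-score of nuclear minus cytoplasmic ring GR-EGFP intensity difference per well; some compounds called inactive have numbers as strong as hits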
#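 Buffer or medium: tet-free, stripped-serum medium; Also added: dexamethasone, 1.0 µM final; Technique: high-content fluorescence imaging after fixation; Times: 48 h induction, 1 h compound, 30 min dex at 37 °C; Read-out: per-cell GR-EGFP intensity, nucleus versus surrounding cytoplasmic ring, well-averaged.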
# P. falciparum M17LAP: P. falciparum M17LAP inhibitors, primary screen, biochemical, fluorogenic H-Leu-NHMec substrate, 1536-well (AID 1619); recombinant M17LAP, H-Leu-NHMec fluorogenic kinetic assay; higher % means a stronger effect; inhibition, % at 30 µM; hits with a dose series show IC50 in µM; 220,000 tested, 0.38% active;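 active means compound inhibiting the enzyme by more than half at any dose during confirmatory dose-response retesting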;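 further: plate controls were full reaction with DMSO carrier for no effect and no enzyme background for full effect; strong numbers were not always called active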
# Ins promoter up: MIN6 insulin promoter up-regulation; MIN6 insulin promoter-GFP reporter, high-content imaging; hits give high values; z-score at 5 µM; 190,000 tested, 0.3% active; AID 1625;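 active means z-score above 3 at 5 µM with at least 500 cells counted in the well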
# NOD1 inhibition: inhibition of NOD1-driven NF-kB reporter – cell-based, luminescence, uHTS, primary screen (AID 1578); 290,000 tested, 1% active; inhibition, % at 4 µM; hits with a dose series show EC50 in µM; NOD1-driven NF-kB luciferase reporter cells, luminescence; higher % means a stronger effect; in the data active means inhibition mostly above about 36%, no sharp cut-off; inactive means mostly below about 34%;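 further: HEK-293T reporter cells stimulated with the NOD1 agonist gamma-tri-DAP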
# MT stabilize HCS: microtubule stabilization, imaging screen; HeLa tubulin immunostaining HCS, 24 h; share of cells brighter than vehicle mean+2SD; % tubulin-high responders, % at 10 µM; 200,000 tested, 0.83% active; AID 2205;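 active means plate Z-score above 3 for both tubulin-high and condensed-nucleus cell shares, with cell loss under 80%, at 10 µM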;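 further: anti alpha tubulin signal scored within the nucleus-defined area of each cell; some results filed as inactive read as strong as hits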
# Autophagy HCS: modulators of autophagy | calls only at 10 µM (by protocol) | 190,000 tested, 0.98% active | MEF GFP-LC3 puncta imaging; test concentration mostly 10 µM;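 active means percentage of spot-positive cells more than 3 SD above its plate mean, without a fluorescence outlier flag or 80% toxicity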;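 further: spot-positive cell cutoff set from DMSO-treated cells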
# Yfh1-off respiration: mitochondrial function rescue without frataxin homolog – Friedreich's ataxia, plus single-dose screen, dose response (AID 1465); S. cerevisiae Yfh1-off respiration, WST-1 reduction, 72 h; higher fold induction means a stronger effect; fold induction at 50 µM; hits with a dose series show EC50 in µM; 220,000 tested, 0.074% active;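 active means fold induction of absorbance versus untreated yeast above a set limit, then at least 30% activation at any dose in follow-up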;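 further: activators that raise dye reduction in frataxin-depleted yeast; strong numbers were not always called active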
# HEK293 NOD2/NF-kB: inhibition of NOD2-driven NF-kB reporter – cell-based, luminescence, uHTS, HEK293 (AID 1566). HEK293 NOD2/NF-kB luciferase reporter, luminescence; higher % means a stronger effect. inhibition, % at 4 µM; hits with a dose series show EC50 in µM. 290,000 tested, 0.63% active; in the data active means inhibition above about 50%; further: many of its hits are not listed in these tables
# b-catenin transl: beta-catenin nuclear translocation modulation | nuclear translocation activity, % at 5 µM | 190,000 tested, 0.3% active | HeLa beta-catenin nuclear translocation, immunofluorescence imaging;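 active means nuclear translocation activity above 50% at 5 µM, with a well cell count of 50 or more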;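 further: per-cell ratio of nuclear to cytoplasmic median beta-catenin stain intensity; plate controls were DMSO negative control for no effect and GSK-3 inhibitor IX positive control for full effect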
#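 test system = HeLa cells, endogenous beta-catenin | dosing = single 5 µM dose plus 0.02–20 µM confirmation series | times = compound treatment 24 h, 37°C, 5% CO2 | technique = beta-catenin immunofluorescence imaging with DAPI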
# Dynein transport cytoplasmic EGFP: further read-out of Dynein transport, marked with its call; z-score; measured here: cytoplasmic GR-EGFP intensity; hits give high values
# Dynein transport nuclear GR-EGFP: second read-out of Dynein transport, no call of its own (marks repeat the call); z-score; measured here: nuclear GR-EGFP intensity;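 lower value marks the stronger effect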
# Dynein transport cell count: recorded beside Dynein transport, whose call it bears; z-score; measured here: cell count per field
# Ins promoter up cell count: recorded beside Ins promoter up, whose call it bears; cell count; measured here: cytotoxicity, nuclei count;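 total cells summed across four imaged fields per well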
# b-catenin transl cell count 5 µM: second read-out of b-catenin transl, no call of its own (marks repeat the call); cell count; measured here: cell count, cytotoxicity flag
# MT stabilize HCS Hoechst-high %: second read-out of MT stabilize HCS, no call of its own (marks repeat the call); % Hoechst-high responders; measured here: nuclear condensation Hoechst responders;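 share of cells brighter than vehicle mean plus two SD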
# MT stabilize HCS cytotoxicity %: further read-out of MT stabilize HCS, marked with its call; toxicity, %; measured here: cytotoxicity by cell density;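 0% = mean cell density of plate MIN control wells and 100% = no cells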
# Autophagy HCS cell loss 18 h: further read-out of Autophagy HCS, marked with its call; toxicity, %; measured here: cell loss, nuclei count;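 cell loss after 18 h compound exposure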
# Active calls of the source: *; i = inactive; nt = no result given. Some of the compounds tested. The share of hits here may be higher or lower than overall.
SMILES,Dynein transport,Dynein transport cytoplasmic EGFP,Dynein transport nuclear GR-EGFP,Dynein transport cell count,P. falciparum M17LAP,Ins promoter up,Ins promoter up cell count,NOD1 inhibition,MT stabilize HCS,MT stabilize HCS Hoechst-high %,MT stabilize HCS cytotoxicity %,Autophagy HCS,Autophagy HCS cell loss 18 h,Yfh1-off respiration,HEK293 NOD2/NF-kB,b-catenin transl,b-catenin transl cell count 5 µM
CCNC(=S)N(Cc1ccccc1)Cc1nc2ccccc2c(=O)[nH]1,1.24,-0.0979,0.521,-0.992,15.1%,-0.06,1246,33.6%,2.6,3.0,12.4,i,-7.4,i,15.8%,1.9,855
Cc1cc(/C=C(\C#N)C(=O)NCc2ccco2)c(C)n1-c1ccc(C(=O)O)cc1,-0.218,-0.249,-0.434,0.814,41.1µM*,-0.66,1541,-24.4%,1.6,1.7,4.1,i,-0.9,i,14.9%,-0.4,1622
Cc1cc(C)n(CC(=O)NN)n1,-0.346,-0.367,-0.193,0.307,-0.4%,-0.12,1500,-24.2%,2.4,2.7,3.1,i,-3.0,i,6.0%,-2.3,1089
Nc1ccc(N=Nc2ccccc2)c2ccccc12,1.08,0.157,0.605,-0.535,3.5%,-0.5,1378,6.1%,nt,nt,nt,nt,nt,i,10.2%,2.5,1055
CCn1c(SCC(=O)c2ccc(O)c(O)c2)nnc1-c1ccccc1,0.0743,-0.188,-0.1,-0.374,13.3µM*,0,1642,4.6%,3.6,1.6,10.9,i,3.9,nt,9.2%,0.2,981
Cc1cccc(OCC(=O)NNC(=O)CSc2ncc(C#N)c(N)n2)c1,0.604,0.0149,1.09,0.0141,0.1%,-0.05,1475,98.2%*,3.4,2.3,3.1,i,16.7,i,-4.0%,-2.5,1392
Cn1c(CNc2ccc(Cl)cc2)nnc1SCCN1CCCCC1,-0.3,-0.25,0.207,0.149,-2.1%,nt,nt,-28.3%,5.3,2.6,6.9,i,-2.6,i,-2.5%,1.0,1234
CCOC(=O)C(=O)Nc1nnc(CCc2ccccc2)s1,0.606,-0.213,0.258,0.293,18.8%,0.54,1164,-24.4%,2.9,1.7,1.7,i,-5.3,i,1.6%,-0.7,1186
Cc1cc(C)cc(OCc2nnc(SCC(=O)c3ccccc3)o2)c1,-0.965,-0.202,-0.605,0.358,-4.3%,0.54,1601,-19.9%,3.7,1.4,4.2,i,-0.2,i,-22.0%,0.4,1061
O=C(Nc1ccc(N2CCOCC2)c(S(=O)(=O)Nc2ccc(Cl)cc2)c1)c1cnccn1,-1.47,-0.211,-0.652,0.973,-2.6%,-1.05,1329,-8.0%,nt,nt,nt,nt,nt,i,20.7%,-2.5,1201
CCCCCCCCCc1nc2sc3c(c2c(=O)n1NC(=O)c1ccccc1[N+](=O)[O-])CC(C)(C)OC3,0.782,1.61,0.598,-0.809,5.0%,-0.04,1261,10.9%,3.2,1.9,2.2,i,3.8,i,12.2%,0.1,527
Cc1cccc(CN2CCN(Cc3nc4c(s3)CCCC4)CC2CCO)n1 (stereo not given),0.789,0.0473,0.629,-1.21,-0.6%,0.5,1406,-27.5%,1.7,1.7,3.7,i,13.9,i,7.9%,-1.9,1066

# Overlap with the part before: 2 compounds; new compounds follow.
SMILES,Dynein transport,Dynein transport cytoplasmic EGFP,Dynein transport nuclear GR-EGFP,Dynein transport cell count,P. falciparum M17LAP,Ins promoter up,Ins promoter up cell count,NOD1 inhibition,MT stabilize HCS,MT stabilize HCS Hoechst-high %,MT stabilize HCS cytotoxicity %,Autophagy HCS,Autophagy HCS cell loss 18 h,Yfh1-off respiration,HEK293 NOD2/NF-kB,b-catenin transl,b-catenin transl cell count 5 µM
CCCCCCCCCc1nc2sc3c(c2c(=O)n1NC(=O)c1ccccc1[N+](=O)[O-])CC(C)(C)OC3,0.782,1.61,0.598,-0.809,5.0%,-0.04,1261,10.9%,3.2,1.9,2.2,i,3.8,i,12.2%,0.1,527
Cc1cccc(CN2CCN(Cc3nc4c(s3)CCCC4)CC2CCO)n1 (stereo not given),0.789,0.0473,0.629,-1.21,-0.6%,0.5,1406,-27.5%,1.7,1.7,3.7,i,13.9,i,7.9%,-1.9,1066
CC(C)Cn1c(=S)[nH]c2cc(Cl)ccc21,0.343,-0.209,0.689,0.139,7.0%,1.19,1170,-15.1%,3.8,2.3,6.7,i,12.7,i,4.5%,-2.1,997
O=C(NCC1CCCO1)C1CCN(C2CCN(Cc3ccco3)CC2)CC1 (stereo not given),0.465,0.087,0.625,-1.84,1.8%,nt,nt,-28.7%,1.1,1.1,2.9,i,7.9,i,10.1%,-1.5,1119
Cc1cc(C)n(Cc2ccc(C(=O)NN)o2)n1,1.55,-0.266,0.691,-0.23,2.7%,0.29,1384,5.8%,nt,nt,nt,nt,nt,i,-9.4%,-1.3,1043
CCCCn1c(SCC(=O)N2CCOCC2)nnc1-c1ccoc1C,-0.444,-0.257,-0.0153,-0.536,-1.7%,0.12,1061,-5.9%,1.0,2.0,2.0,i,0.3,i,21.0%,2.2,1163
Cc1cccc(NC(=S)N2CCC(c3nc4ccccc4s3)CC2)c1,-0.203,-0.197,-0.339,0.43,3.4%,-0.95,1519,23.2%,2.5,1.4,5.9,i,22.8,i,21.7%,0.1,1350
COc1cccc(Oc2cnc(N)nc2-c2ccc(OC)cc2O)c1,2.83,0.0769,1.75,-0.51,3.3%,-0.09,1159,8.0%,20.0,10.8,70.8,i,39.0,i,-7.8%,1.6,1019
O=C(NCc1ccccn1)Nc1ccccc1,-0.555,-0.354,-0.272,0.995,19.4%,0.51,1620,-47.1%,4.8,2.5,8.1,i,4.5,i,-2.2%,-1.3,1556
CC(C)(C)c1csc(NC(=O)c2cccs2)n1,0.269,-0.221,-0.0538,-0.0268,5.7%,0.15,1223,-32.4%,3.7,2.5,5.2,i,-0.6,i,-48.7%,nt,nt
Cc1ccc(C)n1-c1ccc(C(=O)NCc2ccncc2)cc1,-0.145,-0.323,0.198,0.535,3.6%,-0.34,1183,-23.1%,7.7,3.4,8.1,i,6.5,i,16.3%,1.9,1040
Cc1ccc(C)c(NC(=O)c2ccccc2NC(=O)C2CCCO2)c1 (stereo not given),-1.67,-0.241,-0.134,1.67,-0.1%,-0.08,1520,-6.8%,7.9,1.3,8.2,i,9.4,i,-1.6%,0.9,1490
O=C(COC(=O)c1ccc(Cl)s1)c1ccc[nH]1,0.16,-0.154,0.128,-0.84,0.0%,-0.16,1450,-39.2%,2.9,2.3,3.4,i,11.6,i,9.1%,-0.2,1072
C=C(C)CNC(=S)N/N=C(\C)c1ccc(OC)cc1,-0.499,-0.263,-0.27,0.163,8.8%,0.24,1990,-43.2%,4.7,6.1,11.7,i,-15.4,i,6.4%,0.3,847
COc1ccccc1OCCNC(=O)C1CCCCC1,1.35,-0.294,1.39,-1.62,7.2%,0.21,1533,-24.0%,8.4,2.8,17.7,i,3.3,i,1.4%,-1.0,1443
Cc1cc(/C=N/NC(=O)C(=O)N2CCCC2)c(C)n1-c1cccc(Br)c1,-0.074,0.708,0.0278,0.0796,0.8%,-1.1,1222,-8.6%,1.9,0.8,2.5,i,-6.3,i,17.5%,-0.6,1408
COC(=O)c1cn(-c2ccc(Cl)cc2)c(=O)c2ccccc12,-0.572,-0.0571,-0.0331,-0.199,0.8%,0.89,727,4.8%,2.1,1.3,5.2,i,0.3,i,-14.3%,-2.2,1009
O=c1cc(NC2CCCCCC2)[nH]c(=O)[nH]1,0.265,-0.237,0.198,-0.986,-4.5%,0.47,1239,-16.7%,1.4,1.4,5.9,i,-5.5,i,-2.1%,nt,nt
Cc1ccc(C)c(OCCCN2CCCC2)c1,0.142,-0.212,0.0935,-0.0725,6.1%,-0.53,1316,-32.0%,3.5,1.8,3.0,i,-6.0,i,-3.5%,nt,nt
Cc1ccc(CCCOC(=O)C[N+]2(C)CCCCC2)cc1,-0.538,-0.329,-0.203,1.1,5.1%,0.12,1505,-34.3%,1.1,0.4,0.1,i,7.7,i,4.4%,-1.4,1107
CCCNC(=S)N1CCN(C)CC1,-0.511,2.19,0.344,0.602,8.0%,-0.53,1406,-15.9%,2.7,0.8,8.4,i,-0.9,i,7.5%,0.0,813
O=C(Nc1cccc(-c2nc3cccnc3s2)c1)c1ccc(Cl)nc1,-0.373,-0.279,0.42,0.255,10.8%,1.43,900,-14.4%,nt,nt,nt,nt,nt,i,-10.9%,-0.4,1368
